# Source: PubChem
# Efa HMGR inh = E. faecalis class II HMG-CoA reductase inhibition; purified E. faecalis HMGR, NADPH absorbance 340 nm kinetic; hit rate 0.41% among 190,000; inhibition, % at 10 µM;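 active = inhibition above a set limit, the median over all tested compounds plus 3 SD, cut at about 9.5% in these data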;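 note: enzyme runs in reverse so mevalonate oxidation gives rising NADPH absorbance; 0% = complete reaction with DMSO and 100% = background rate lacking mevalonate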
# PMI activator = activators of human phosphomannose isomerase; AID 1214; P34949; purified human PMI, coupled resazurin fluorescence, 20 min; stronger effect = higher value; 1 = vehicle control, 0 substrate-free wells; hit rate 0.005% among 190,000; activation factor at 20 µM;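 active = activation factor of 2 or more at 20 µM, relative to plate controls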
# FLuc stim CS = affects firefly luciferase, flagging false hits in luciferase stimulation screens | ATPlite luciferase biochemical, luminescence, 10 min; 0 = ATP-free wells, 1 = DMSO control | AID 1027 | P08659 | 200,000 tested, under 10 active | activation factor at 10 µM;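 active = luciferase activation factor, scaled between plate controls, of at least 2 with compound at 10 µM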
# Target sequence (P08659 whole entry, looked up): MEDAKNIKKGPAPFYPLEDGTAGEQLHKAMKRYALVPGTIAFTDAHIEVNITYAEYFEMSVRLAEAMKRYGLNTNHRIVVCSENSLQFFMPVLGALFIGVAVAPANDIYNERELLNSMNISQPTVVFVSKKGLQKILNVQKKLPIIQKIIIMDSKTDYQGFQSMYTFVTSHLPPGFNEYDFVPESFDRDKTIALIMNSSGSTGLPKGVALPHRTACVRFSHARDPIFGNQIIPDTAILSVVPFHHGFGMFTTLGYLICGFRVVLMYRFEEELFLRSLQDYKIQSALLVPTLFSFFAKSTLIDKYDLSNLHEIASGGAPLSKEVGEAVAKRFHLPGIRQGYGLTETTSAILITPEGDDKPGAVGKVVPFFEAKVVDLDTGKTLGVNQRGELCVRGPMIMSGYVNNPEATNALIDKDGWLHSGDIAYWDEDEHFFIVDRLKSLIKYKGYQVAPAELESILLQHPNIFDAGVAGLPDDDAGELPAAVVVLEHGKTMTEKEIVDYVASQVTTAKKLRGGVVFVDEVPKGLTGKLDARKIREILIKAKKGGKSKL
#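 System: Luciferase/luciferin detection reagent, cell-free biochemical luciferase assay | Medium: PBS buffer for ATP | Dosing: Test compounds dosed from 2 mM stocks in 100% DMSO | Timing: 10 min at ambient temperature | Signal: Luminescence measurement of luciferase light output | Evaluation: Luciferase activation, seen as luminescence increase over controls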
# TNAP inh hiacc = inhibitors of human TNAP at high phosphate acceptor concentration; purified TNAP, CDP-star luminescence, 1 M DEA; P05186; inhibition, % at 20 µM; hit rate 0.03% among 200,000;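 active = over 50% inhibition of tissue-nonspecific alkaline phosphatase at 20 µM in the single-dose screen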;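 note: plate controls were DMSO wells for no effect and EDTA-quenched wells as full inhibition for full effect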
# Target sequence (P05186 whole entry, looked up): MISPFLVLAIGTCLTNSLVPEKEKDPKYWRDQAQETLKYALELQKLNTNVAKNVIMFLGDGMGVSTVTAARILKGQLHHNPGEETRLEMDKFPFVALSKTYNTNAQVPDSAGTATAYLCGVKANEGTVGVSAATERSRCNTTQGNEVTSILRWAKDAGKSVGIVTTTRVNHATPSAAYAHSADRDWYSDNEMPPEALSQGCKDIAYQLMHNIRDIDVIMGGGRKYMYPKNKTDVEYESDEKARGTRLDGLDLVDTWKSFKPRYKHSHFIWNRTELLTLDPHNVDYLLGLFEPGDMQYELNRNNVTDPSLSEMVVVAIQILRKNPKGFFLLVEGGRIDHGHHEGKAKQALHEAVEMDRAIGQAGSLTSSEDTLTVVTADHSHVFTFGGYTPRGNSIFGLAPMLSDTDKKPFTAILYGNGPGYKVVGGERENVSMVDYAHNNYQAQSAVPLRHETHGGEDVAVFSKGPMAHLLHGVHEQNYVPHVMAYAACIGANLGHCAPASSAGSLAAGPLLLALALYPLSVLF
# G6PDH counter = inhibits Leuconostoc G6PDH, flagging false hits in G6PDH-based assays. Purified L. mesenteroides G6PDH, diaphorase/resazurin coupled fluorescence, 45 min. inhibition, % at 5 µM. hit rate 0.12% among 200,000. AID 1020; in the data active = inhibition above about 50%
# TNAP inh noacc = TNAP (human) inhibition, acceptor-free conditions; purified TNAP, CDP-star luminescence, 30 min; AID 1012; hit rate 0.26% among 200,000; inhibition, % at 20 µM; P05186;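 active = tissue-nonspecific alkaline phosphatase inhibition above about 50% at 20 µM in the single-dose screen, limit read from the data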;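 note: 0% = DMSO negative control and 100% = EDTA positive control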
# Diaphorase act = activates diaphorase or chemically reduces, flagging diaphorase assay artifacts | Diaphorase/resazurin coupled assay, resorufin fluorescence, 16 min; stronger effect = higher value; 1 = vehicle wells, 0 = NADH-free wells | activation factor at 20 µM | hit rate 0.005% among 190,000;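 active = diaphorase activity raised at least twofold by the compound at 20 µM; inactive = activation factor below 2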
#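 Test system: Clostridium kluyveri diaphorase, purified enzyme; input: enzyme 0.07 U/mL final; buffer or medium: 50 mM HEPES pH 7.4 with 4.542 mM MgCl2, 0.005% Tween 20; also added: 0.114 mM NADH and 0.1 mM resazurin, final amounts; schedule: 16 min enzyme reaction, ambient temperature; technique: fluorescence of resorufin, 544 nm excitation, 590 nm emission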
# Diaphorase inh = counter-screen for diaphorase-based assays: diaphorase inhibitors and chemical oxidizers; diaphorase resazurin-to-resorufin fluorescence, NADH, 16 min; bacterial (C. kluyveri) enzyme, not human; inhibition, % at 20 µM; hit rate 0.69% among 190,000; AID 1217;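 active = primary screen inhibition at 20 µM above a set limit, cut at about 50% in these data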;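 note: plate controls were DMSO with full reaction for no effect and wells lacking NADH for full effect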
#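 Assay system – diaphorase enzyme from Clostridium kluyveri · Amount – diaphorase 0.14 U/mL (working solution) · Times – reaction incubation of 16 min at room temperature · Controls – No-NADH positive control and DMSO neutral control · Signal – resorufin fluorescence 544/590 nm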
# TNAP act hiacc = increases human TNAP activity under high phosphate acceptor concentration | 200,000 tested, under 10 active | P05186 | activation factor at 20 µM | purified TNAP, CDP-star luminescence, 1 M DEA, 30 min; stronger effect = higher value; 0 = EDTA background, 1 = DMSO-only activity | AID 1136;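 active = activation factor at least 2 at 20 µM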
#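 system = human TNAP | amount = enzyme diluted 1/800 final | reagent = 100 µM CDP-star substrate | signal = luminescent substrate turnover signal | dosing = one dose, 20 µM | benchmarks = EDTA negative control, DMSO positive control | measure = activation factor | timing = 30 min reaction, room temperature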
# PMI act hi M6P = PMI (human) activation, high substrate | AID 1216 | coupled PMI enzyme assay, resazurin fluorescence, 20 min; stronger effect = higher value; 1 = untreated enzyme, 0 = substrate-free blank | activation factor at 20 µM | hit rate 0.34% among 190,000 | P34949;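 active = activation factor of 2 or more at 20 µM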
#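 Material: human phosphomannose isomerase with PGI, G6PDH, diaphorase coupling enzymes. Quantity: 15 ng/mL PMI. Medium: HEPES pH 7.4 buffer with MgCl2 and Tween-20. Reagent: Near-saturating mannose-6-phosphate, 1.0 mM. Compound: 20 µM single dose. Times: enzyme reaction with compound 20 min at room temperature. Detection: resorufin fluorescence at Ex 544/Em 590 nm.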
# Numbers without * were called inactive; x = not tested or not shown.
SMILES,Efa HMGR inh,PMI activator,FLuc stim CS,TNAP inh hiacc,G6PDH counter,TNAP inh noacc,Diaphorase act,Diaphorase inh,TNAP act hiacc,PMI act hi M6P
C1CCCN(CCCCN2CCCCCC2)CC1,-2,1,1.1,-2,-14,-11,1,2,1,1
C#CCn1c(=NC(=O)c2ccc(Br)s2)sc2cc(NC(C)=O)ccc21,-8,1,1.1,3,15,-2,1,4,1,1
COc1ccc2[nH]c(=O)c(NC(N)=S)nc2c1,-7,0.8,0.9,8,10,-6,1,2,0.9,1
CCOc1ccc(N(CC(=O)NCC2CCCO2)S(=O)(=O)c2ccc(Cl)cc2)cc1 (stereo not drawn),0,1,1.1,-4,-2,-12,0.9,6,1,1
Oc1ccc(N=Nc2n[nH]c(-c3ccc(Cl)cc3)n2)cc1,-1,1,0.9,26,9,69*,0.9,14,0.7,0.9
CC(C)CC1NC(=S)N(Cc2ccccc2)C1=O (stereo not drawn),-6,1.3,1,0,5,-5,1,-3,1,1.3
Cc1nn(C)c(Cl)c1C(N)=O,6,1,1,-5,14,-5,1.1,-12,1.1,1
C/C(Cl)=C\Cn1c(Nc2ccccc2)nc2c1c(=O)n(C)c(=O)n2C,-5,1,1.1,-5,6,-9,0.8,22,1.1,0.9
CN(Cc1cccs1)C(=O)Cc1csc(-c2ccccc2)n1,-6,0.9,1,1,3,-7,0.8,24,1,0.9
COc1ccc(S(=O)(=O)Nc2cc(OC)c(NC(=O)c3ccco3)cc2OC)cc1,-4,1,1.1,-7,6,-14,0.7,27,1.1,0.8
COc1cc(CC(NC(C)=O)C(=O)NC2CCN(c3c(Cc4ccccc4)c(C)nc4ncnn34)CC2)cc(OC)c1 (stereo not drawn),-5,1,1.1,-2,-3,-4,0.8,22,1,0.9
COc1ccc(Oc2ncnc3c2oc2ccc(Br)cc23)cc1,x,1,1.1,-6,-1,-10,1.1,-8,1.1,1.1
CNCCOc1ccc(Cl)c(Cl)c1,3,1,1.1,-8,7,-12,0.9,12,1.1,1.1
O=C(CCn1c(=O)c2sccc2n(CC(=O)NCc2ccco2)c1=O)NCc1ccccc1,1,0.9,1,4,-12,-5,0.9,14,1,0.9
C#CCOC(=O)CCCNc1ccc([N+](=O)[O-])cc1[N+](=O)[O-],-3,0.9,1,6,1,1,0.9,14,0.9,0.9
Cc1nn(-c2ccccc2)c(C)c1NC(=O)COc1ccc(C#N)cc1,2,1,1.1,-3,8,-8,0.9,7,1,1.1
Nc1c(C(=O)O)cnc2nc(N3CCOCC3)nn12,-2,1.1,1,-3,4,-13,1,4,1,1.1
CC(C)=CC(=O)NCc1c(Cl)cccc1-n1cccc1,-1,1.1,1.1,-2,9,-1,1,-4,1,1.1
CN(CCCC(=O)Nc1nccs1)S(=O)(=O)c1ccc(Cl)cc1,-6,0.9,1.1,-4,-2,-12,0.9,7,1,0.9
CCOc1ccc(NC(=O)CCCOc2cc(=O)n(C)c3ccccc23)cc1,0,1,1.1,-5,1,-13,0.9,7,1.1,1
O=C(Cc1cc(=O)[nH][nH]1)N/N=C/c1ccccc1Cl,-1,1,1.1,-4,16,-14,1,-3,1,1
COCCC(=O)N1CCCC(C(=O)c2ccc(Oc3ccccc3)cc2)C1 (stereo not drawn),-4,1,1,-6,10,-10,0.9,9,1.1,1
COc1ccc(-c2ccnc3nc(N4CCN(c5ccccc5)CC4)nn23)cc1,-11,0.8,1,2,-18,10,0.8,22,1,0.8
Cc1ccc(S(=O)(=O)n2nc(OC(=O)C(C)(C)C)cc2N)cc1,-4,0.9,1,-8,3,-7,0.8,22,1.1,0.9
O=C(NCc1ccc2c(c1)OCO2)c1ccc(COc2cccc(Cl)c2)o1,-8,0.9,1,-6,0,-19,0.9,15,1.1,0.9

# Four entries picked at random from the list so far:
SMILES,Efa HMGR inh,PMI activator,FLuc stim CS,TNAP inh hiacc,G6PDH counter,TNAP inh noacc,Diaphorase act,Diaphorase inh,TNAP act hiacc,PMI act hi M6P
C/C(Cl)=C\Cn1c(Nc2ccccc2)nc2c1c(=O)n(C)c(=O)n2C,-5,1,1.1,-5,6,-9,0.8,22,1.1,0.9
Oc1ccc(N=Nc2n[nH]c(-c3ccc(Cl)cc3)n2)cc1,-1,1,0.9,26,9,69*,0.9,14,0.7,0.9
COc1ccc(S(=O)(=O)Nc2cc(OC)c(NC(=O)c3ccco3)cc2OC)cc1,-4,1,1.1,-7,6,-14,0.7,27,1.1,0.8
CCOc1ccc(N(CC(=O)NCC2CCCO2)S(=O)(=O)c2ccc(Cl)cc2)cc1 (stereo not drawn),0,1,1.1,-4,-2,-12,0.9,6,1,1

# Additional results
SMILES,Efa HMGR inh,PMI activator,FLuc stim CS,TNAP inh hiacc,G6PDH counter,TNAP inh noacc,Diaphorase act,Diaphorase inh,TNAP act hiacc,PMI act hi M6P
CCC(CC)C(=O)c1c[nH]c(C(=O)NCc2cccs2)c1,11*,1,1.1,-8,7,-13,0.9,10,1.1,1.1
CC(C)(C)C(=O)C(Oc1cccc2nonc12)n1cncn1 (stereo not drawn),3,1,1.1,-6,0,-14,0.9,13,1.1,1
Clc1ncccc1-c1nc2ccccc2s1,-6,1.1,0.8,-7,6,-3,1,2,1.1,1.1
O=C(NC(Cc1ccc(O)cc1)C(=O)O)c1ccco1 (stereo not drawn),-3,1,1,1,1,-1,1,0,1,1
N#Cc1nc(-c2cccc3ccccc23)oc1NCCN1CCCCC1,-3,0.9,1,-3,2,-5,1,4,1,1
CC[n+]1c(C)n(C)c2cc(S(=O)(=O)N(C)C)ccc21,4,0.8,1.1,-8,12,-11,0.8,17,1.1,0.9
CCCCNC(=S)Nc1ccc([N+](=O)[O-])cc1,-6,1.1,1,-4,5,6,0.8,21,1,1.1
O=C1CC(c2ccccc2)n2nc(NC(=O)C3CCCO3)nc2N1 (stereo not drawn),0,1.1,1.1,-3,6,-10,0.9,15,1,1
COc1ccc(S(=O)(=O)N(Cc2cc3cc(C)ccc3[nH]c2=O)CC2CCCO2)cc1 (stereo not drawn),0,1,1.1,0,10,4,0.8,18,1,0.9
COc1ccc(CC(=O)NNS(=O)(=O)c2ccc3ccccc3c2)cc1OC,-3,1,1,-1,3,-3,0.9,8,1,1
Cn1cnnc1SCC(=O)NC1CCCc2ccccc21 (stereo not drawn),-5,1,1.1,-3,-1,-5,0.9,6,1,1.1
CN(C1=C(NC(=O)c2ccc(Cl)cc2)C(=O)c2ccccc2C1=O)c1ccccc1,-7,0.7,0.9,15,14,5,0.6,43,0.8,0.7
N/C(=N\OC(=O)/C=C/c1ccccc1)c1ccc(Br)cc1,1,0.9,1,0,-6,-10,0.9,5,1,1
Cc1[nH]c(C(=O)N/N=C/c2ccc(C(=O)O)cc2)c(C)c1C(=O)N/N=C/c1ccc(C(=O)O)cc1,1,1,1,-5,-8,-5,0.9,11,1,1
COc1cccc2cc(C(C)N(CCCN3CCOCC3)C(=S)Nc3c(C)cccc3C)oc12 (stereo not drawn),-1,1,1,-2,2,-10,0.9,8,1,1
CCN(CC(=O)NCc1cccs1)c1ccc(S(=O)(=O)N2CCCC2)cn1,8,1,1,1,8,-7,0.9,6,1,0.9
COc1ccc(OC)c(NC(=O)CCC(=O)Nc2nnc(C(F)(F)F)s2)c1,-2,1,1.1,-7,6,-9,0.9,11,1.1,1
COC(=O)C(C)(C)ONC(=O)Nc1ccccc1,-8,0.8,1,4,-10,-7,0.8,22,1,0.8
COc1cc(CC(=O)NNC(=O)c2cc(C)oc2C)cc(OC)c1OC,1,0.9,1,5,7,-13,1,5,0.9,1
COc1ccccc1N1CCN(C(=O)c2ccc3[nH]c4c(c3c2)CCCC4)CC1,-1,0.8,1,4,-3,10,0.8,15,1,0.9
COc1cc([N+](=O)[O-])cc(/C=N/NC(=O)CC#N)c1O,-12,0.7,1,16,21,-2,0.5,51*,0.8,0.8
Cc1cc(C(=O)Nc2ccccc2C(=O)N2CCCCC2)ccc1[N+](=O)[O-],2,1,1.1,-3,8,-6,0.9,12,1,0.9
Cc1cccc(N2CSC3=C(C#N)C(c4ccc(C)o4)CC(=O)N3C2)c1 (stereo not drawn),3,1.1,1,-4,12,-6,0.4,64*,1,1
CCOC(=O)C1CCN(C(=O)COc2cc(C)c(Br)c(C)c2)CC1,-4,1,1,-5,4,-6,0.8,16,1.1,0.9
CCOc1ccc(-c2cc(C(=O)NN=C3CCN(C)CC3)[nH]n2)cc1,0,1,1,-4,0,31,1,0,1,1

# Continuation:
SMILES,Efa HMGR inh,PMI activator,FLuc stim CS,TNAP inh hiacc,G6PDH counter,TNAP inh noacc,Diaphorase act,Diaphorase inh,TNAP act hiacc,PMI act hi M6P
CCNC(=S)NNC(=O)c1cc(-c2cccc(OCC)c2)nc2ccccc12,3,1.2,0.4,0,1,3,1,-2,1,1.1
CS(=O)(=O)N(CC(=O)N/N=C/c1cccc2c1OCCO2)c1ccccc1Br,-7,0.8,1.1,-2,7,3,0.8,20,1,0.8
CCCn1c(SCC(=O)NCc2ccc(Cl)cc2)n[nH]c1=O,-2,1.1,1.1,-2,10,7,1,1,1,1
O=C(Oc1cccc(-n2cnnn2)c1)c1ccccc1,5,1,1.1,-4,7,-8,0.9,5,1,1
Cc1ccc(Sc2ncnc3onc(C)c23)c(C)c1,-5,1.1,1.1,-2,8,0,1,3,1,1.1
CNCC(=O)Nc1ccc(OC(F)(F)F)cc1,-1,1.1,1.1,-1,-3,-4,1,3,1,1
Cc1nc2ncnn2c(C)c1Cc1cccc(F)c1,-2,1,1.1,-6,8,-3,0.8,16,1.1,1.1
Cc1cc(C)n(-c2nnc3n2N=C(c2ccccc2)CS3)n1,-3,0.8,1,-9,40,-11,1,-1,1.1,1
CC(C)C(=O)N1CCN(c2ccccc2NC(=S)NC(=O)c2cccs2)CC1,-4,0.9,1,-4,-2,-9,0.8,21,1,0.9
S=C(NCc1ccco1)NCC(c1ccco1)N1CCCCC1 (stereo not drawn),0,1,1,-2,3,6,1.1,-10,1,1
CCN(C(=O)COC(=O)c1ccc(Br)o1)C1CCCCC1,-4,1.1,1.1,-3,7,-3,0.9,7,1,1.1
COc1ccc2c(CC(=O)OCC(=O)Nc3ccc4c(c3)OCO4)coc2c1,2,0.7,1.1,-5,3,-11,0.8,20,1,0.8
CCSc1nnc2n(-c3ccc(OC)cc3)c(=O)c3c4c(sc3n12)CCCC4,-5,0.9,1,-3,0,3,0.8,21,1,0.9
